HEK cytotox – kills HEK 293 cells; HEK 293 viability, ATP luminescence (CellTiter-Glo), 48-72 h; Potency, µM (top dose mostly 115 µM), inactives show at the highest dose activity change, negative = cytotoxicity, usual class: inhibitors; 94,000 tested, 6.6% active; AID 1345083; also: potency is read from the fitted curve at half-maximal effect; nearly all actives have a fitted effect of over 60% in size
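Luminescence from cellular ATP, measured with CellTiter-Glo, indicates HEK 293 viability. Cells plated at 250 cells/well are treated with compound for 48 or 72 hr at 37 degree Celsius before reagent addition.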
NIH3T3 tox – kills NIH 3T3 cells; 94,000 tested, 4.3% active; AID 1345082; NIH 3T3 viability, CellTiter-Glo ATP luminescence, 48-72 h; Potency, µM (series often up to 96.7 µM), inactives show top-dose activity change, negative = cytotoxicity, most hits filed as inhibitors; also: potency is read from the fitted curve at half-maximal effect; nearly all actives have a fitted effect of over 55% in size
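First NIH 3T3 cells are plated at 400 cells/well; next compound is pinned in; then plates incubate 48 or 72 hr at 37 °C; finally CellTiter-Glo is added and luminescence read after 10 min.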
SNCA expr inh – inhibitors of alpha-synuclein (SNCA) gene expression; HEK-293 SNCA-luciferase knock-in, luminescence, 24 h; Potency, µM (series often up to 57.2 µM), for the others: at the top dose activity change, negative = inhibition, usual class: inhibitors; 140,000 tested, 0.17% active;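 also: potency is read from the fitted curve at half-maximal effect; plate controls were DMSO cells for no effect and cell-free wells for full effect; nearly all actives have a fitted effect of over 45% in size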
HEK293 viab – counter-screen for SNCA expression inhibitors: cell viability; Potency, µM (doses to about 57.1 µM), for inactives: at the highest dose activity change, negative = cytotoxicity, hits mostly cytotoxic; HEK-293-SNCA-luc viability, GF-AFC fluorescence, 24 h; 150,000 tested, 0.12% active;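 also: potency is read from the fitted curve at half-maximal effect; 0% = DMSO-treated cells and -100% = medium-only wells without cells; nearly all actives have a fitted effect of over 30% in size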
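Cytotoxicity counterscreen: after 24 h compound treatment of genome-edited SNCA-luciferase HEK-293 cells, live-cell protease substrate GF-AFC read by fluorescence after 30 min; activity scaled between DMSO (0%) and medium-only (-100%), curves Hill-fitted.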
FLuc inh – Photinus pyralis luciferase inhibition; P08659; purified P. pyralis luciferase, luminescence, biochemical; Potency, µM (series often up to 115 µM), for the others: top-dose activity change, negative = inhibition, most hits filed as inhibitors; 76,000 tested, 2.5% active; AID 1347043; also: potency is read from the fitted curve at half-maximal effect; nearly all actives have a fitted effect of over 65% in size
Target sequence (P08659 whole entry, looked up): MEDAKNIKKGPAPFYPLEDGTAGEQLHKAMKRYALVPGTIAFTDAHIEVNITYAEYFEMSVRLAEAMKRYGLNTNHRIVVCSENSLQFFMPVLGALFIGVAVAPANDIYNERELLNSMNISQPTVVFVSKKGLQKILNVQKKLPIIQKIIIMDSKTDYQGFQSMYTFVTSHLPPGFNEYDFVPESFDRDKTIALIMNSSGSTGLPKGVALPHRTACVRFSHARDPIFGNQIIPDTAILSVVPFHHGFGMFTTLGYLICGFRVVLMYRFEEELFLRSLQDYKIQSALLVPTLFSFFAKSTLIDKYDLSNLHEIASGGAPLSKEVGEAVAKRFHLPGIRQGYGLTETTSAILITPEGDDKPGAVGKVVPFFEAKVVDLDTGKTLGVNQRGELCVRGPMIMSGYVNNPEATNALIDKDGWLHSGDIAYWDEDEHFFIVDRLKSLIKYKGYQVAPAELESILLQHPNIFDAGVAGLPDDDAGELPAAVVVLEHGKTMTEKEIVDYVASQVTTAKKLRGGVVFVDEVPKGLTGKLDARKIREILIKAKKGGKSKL
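Luminescence read by CCD imager after adding enzyme (10nM final) to wells holding compound, titrated in qHTS. Substrates 10uM each D-luciferin and ATP; buffer 50mM Tris acetate pH 7.5, 10mM Mg acetate, Tween-20, BSA.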
GPT2 inh – inhibitors of human GPT2 alanine aminotransferase; Recombinant GPT2, coupled pyruvate oxidase/HRP Amplex Red fluorescence; Potency, µM (doses to about 57.7 µM), inactives show at the top dose activity change, negative = inhibition, most hits filed as inhibitors; 100,000 tested, 0.25% active; AID 1671188; also: potency is read from the fitted curve at half-maximal effect; nearly all actives have a fitted effect of over 60% in size; many of its hits are not listed in these tables
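Inhibition is scored from Amplex Red fluorescence generated when pyruvate oxidase and HRP act on pyruvate released by GPT2. Reactions contain 10ng/uL enzyme, 250uM a-KG and 2mM L-alanine and run 30 min at room temperature.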
IP6K1 inhibitor – inhibitors of human IP6K1 | IP6K1 kinase, ADP-Glo luminescence, 2 h; active compounds read low | activity change, % (series mostly up to about 58 µM) | 140,000 tested, 0.81% active; in the data active = activity change below about -25%
Target sequence (Q92551 whole entry, looked up): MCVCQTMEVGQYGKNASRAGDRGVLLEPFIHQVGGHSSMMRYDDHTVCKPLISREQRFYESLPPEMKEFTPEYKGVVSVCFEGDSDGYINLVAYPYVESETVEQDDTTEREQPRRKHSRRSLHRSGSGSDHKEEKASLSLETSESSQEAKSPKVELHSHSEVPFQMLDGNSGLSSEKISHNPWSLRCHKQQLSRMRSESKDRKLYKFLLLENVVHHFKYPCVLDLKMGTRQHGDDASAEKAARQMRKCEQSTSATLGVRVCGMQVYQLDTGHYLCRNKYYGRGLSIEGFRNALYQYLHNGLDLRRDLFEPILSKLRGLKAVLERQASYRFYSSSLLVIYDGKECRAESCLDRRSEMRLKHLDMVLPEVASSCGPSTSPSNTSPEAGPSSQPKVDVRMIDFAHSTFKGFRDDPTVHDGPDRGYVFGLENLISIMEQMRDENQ
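ADP-Glo luminescence measures ADP made by human IP6K1 during a 2 h RT reaction with ATP/IP6 (mix at 1.3 mM/130 uM); top library doses 57.5 and 19.1 uM final.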
* marks the source's active call; other numbers are inactive results; i = inactive; ? = inconclusive; . = no result given; [ ] = another dose, or the depositor's remark. Unless noted, calls follow the shape of the dose curve; as a rule, active = well fitted curve in the direction sought with a large enough effect; inconclusive = small, poorly fitted or top-dose-only effect, or another doubt; inactive = no such curve, though single readings can be large; an effect the other way counts as inactive or inconclusive. Unless noted, % is scaled to controls: 0 for no effect and ±100 for the full control effect. This is a subset (hit frequency here may not be typical).

Assay codes – A = HEK cytotox; B = NIH3T3 tox; C = SNCA expr inh; D = HEK293 viab; E = FLuc inh; F = GPT2 inh; G = IP6K1 inhibitor
Molecule: CC(C)CC(=O)N1CC[C@@H]2COCCN(C)[C@@H]2C1
  A: 6% | B: i | C: 10% | D: -2% | E: 6% | F: i | G: 19

Molecule: C[C@]12CC[C@H](O)CC1=CC[C@H]1[C@H]3CCC(=O)[C@@]3(C)CC[C@@H]12
  A: . | B: . | C: 31%[activator] | D: 1% | E: . | F: i | G: .

Molecule: CC(=O)OCC1=C(C(=O)O)N2C(=O)[C@@H](NC(=O)CCC[C@@H](N)C(=O)O)[C@H]2SC1
  A: . | B: . | C: -6% | D: -2% | E: . | F: 0% | G: .

Molecule: Nc1nc(N2CC3CCC(C2)N3CC(F)(F)F)c2[nH]cnc2n1
  A: ? | B: ? | C: 66%[activator] | D: ? | E: . | F: -4% | G: 11

Molecule: O=C1N(c2ccccn2)C[C@H]2CN(CC3CC3)CCN12
  A: i | B: 3%[174 µM] | C: 6%[87.6 µM] | D: -7%[87.6 µM] | E: -12%[230 µM] | F: -2%[88.5 µM] | G: -5

Molecule: COCCOCC(=O)N1[C@H]2CC[C@@H]1c1cnc(-c3ccc(F)cc3)nc1C2
  A: -15% | B: ? | C: 43%[activator] | D: 8% | E: 2% | F: -29% | G: 15

Molecule: CCC(=O)OC1CCC2C3CCC4=CC(=O)CC[C@@]4(C)C3CC[C@]12C (stereo partly specified)
  A: . | B: . | C: 2% | D: 3% | E: . | F: -2% | G: .

Molecule: Cc1cc(CN2CCCC3(C2)NC(=O)c2ccccc2O3)no1 (stereo unspecified)
  A: 4%[172 µM] | B: -14%[138 µM] | C: 6%[87.6 µM] | D: -2%[87.6 µM] | E: -4%[172 µM] | F: -22%[88.5 µM] | G: 36

Molecule: C#C[C@H]1CN2CC[C@H]1C[C@@H]2CNC(=O)c1ccc2c(c1)OCO2
  A: -17%[172 µM] | B: -6%[174 µM] | C: -10%[87.6 µM] | D: -1%[87.6 µM] | E: -3%[172 µM] | F: -5%[88.5 µM] | G: 14

Molecule: Cn1cc(CN2CCN3C(=O)N(Cc4ccccn4)C[C@H]3C2)cn1
  A: i | B: i | C: -7%[87.6 µM] | D: 1%[87.6 µM] | E: -5%[172 µM] | F: -38%[88.5 µM] | G: 4

Molecule: Cc1cccc(CN2C[C@@H]3C[C@H]2C(=O)N(C)c2ccccc2O3)n1
  A: -13%[172 µM] | B: -19%[138 µM] | C: 16%[87.6 µM] | D: -3%[87.6 µM] | E: -12%[172 µM] | F: 3%[88.5 µM] | G: 3

Molecule: Cc1ccsc1C(=O)C1CCCN(Cc2cccc(F)c2)C1 (stereo unspecified)
  A: ? | B: -23% | C: -11% | D: 9% | E: 3% | F: -23% | G: 22

Molecule: COc1cc2c(cc1OCc1ccccc1)N(C(=O)c1c[nH]c3ccccc13)CC21CCN(C)CC1
  A: 22µM* | B: 20µM* | C: ? | D: 25µM* | E: 6% | F: ? | G: -4

Molecule: CCCCCCCCCCCC[N+](C)(C)CCOc1ccccc1
  A: . | B: . | C: -27%[25.6 µM] | D: 39%[23.9 µM] | E: . | F: -24% | G: 23

Molecule: COc1ccc2c(c1)C1(CCN(C(=O)c3cccc(N(C)C)c3)C1)C(=O)N2C (stereo unspecified)
  A: 5% | B: i | C: 20% | D: -16% | E: 6% | F: i | G: 2

Compound profiles, from the list above.
Entry for COCCOCC(=O)N1[C@H]2CC[C@@H]1c1cnc(-c3ccc(F)cc3)nc1C2 : HEK cytotox = -15%; NIH3T3 tox = ?; SNCA expr inh = 43%[activator]; HEK293 viab = 8%; FLuc inh = 2%; GPT2 inh = -29%; IP6K1 inhibitor = 15
Entry for Cc1cccc(CN2C[C@@H]3C[C@H]2C(=O)N(C)c2ccccc2O3)n1 : HEK cytotox = -13%[172 µM]; NIH3T3 tox = -19%[138 µM]; SNCA expr inh = 16%[87.6 µM]; HEK293 viab = -3%[87.6 µM]; FLuc inh = -12%[172 µM]; GPT2 inh = 3%[88.5 µM]; IP6K1 inhibitor = 3

Following part.
Assay codes – A = HEK cytotox; B = NIH3T3 tox; C = SNCA expr inh; D = HEK293 viab; E = FLuc inh; F = GPT2 inh; G = IP6K1 inhibitor
Molecule: COc1ccc(S(=O)(=O)N2C[C@@H]3C[C@H](C2)c2c(-c4cccs4)ccc(=O)n2C3)cc1
  A: -5% | B: i | C: -18% | D: 5% | E: 0% | F: i | G: 2

Molecule: COc1ccccc1CNC(=O)[C@H]1CN2CC[C@H]1C[C@@H]2Cn1cc(-c2ccccn2)nn1
  A: -4%[172 µM] | B: -29%[174 µM] | C: -13%[87.6 µM] | D: -16%[87.6 µM] | E: -14%[172 µM] | F: -1%[88.5 µM] | G: 8

Molecule: Cc1nc(-c2ccc(F)cc2)cc([C@H]2CN3CC[C@H]2C[C@@H]3CNC(=O)NCc2ccccc2)n1
  A: ? | B: ? | C: -5% | D: 1% | E: -2% | F: 4% | G: 4

Molecule: Cc1nc(-c2ccco2)cc([C@H]2CN3CC[C@H]2C[C@@H]3CNC(=O)c2cccs2)n1
  A: -29%[172 µM] | B: -25%[138 µM] | C: 29%[87.6 µM] | D: -5%[87.6 µM] | E: 5%[172 µM] | F: -1%[88.5 µM] | G: 17

Molecule: N#Cc1cccc(NC(=O)NC[C@H]2C[C@@H]3CCN2C[C@@H]3CN2CCN(c3ccccn3)CC2)c1
  A: -13% | B: -9% | C: 8% | D: -1% | E: 1% | F: i | G: -7

Molecule: O=C1C(I)=CC(=C(c2cc(I)c(O)c(I)c2)c2ccccc2C(=O)O)C=C1I
  A: . | B: . | C: -12%[25.6 µM] | D: -12%[23.9 µM] | E: . | F: 3% | G: -12

Molecule: N#C/C(=C/c1ccc(O)c(O)c1)C(N)=S
  A: . | B: . | C: -7% | D: 2% | E: . | F: i | G: .

Molecule: COc1cc(CC(C)N)cc2c1OCO2 (stereo unspecified)
  A: . | B: . | C: 51% | D: ? | E: . | F: i | G: -11

Molecule: Cc1ncc2c(n1)C[C@@H]1CC[C@H]2N1C(=O)CCCc1ccccc1
  A: i | B: -5% | C: -12% | D: 0% | E: -1% | F: i | G: 24

Molecule: COc1ccc(CN(Cc2ccc(OC)cc2)C[C@H]2C[C@@H]3CCN2C[C@@H]3c2cc(C3CCCC3)nn2C)cc1
  A: 25µM* | B: 20µM* | C: ? | D: -19% | E: 0% | F: 0% | G: -12

Molecule: O=C1N(c2ccccn2)C[C@H]2CN(Cc3ccccc3)CCN12
  A: -7%[172 µM] | B: -12%[138 µM] | C: 34%[activator][87.6 µM] | D: 0%[87.6 µM] | E: 20µM* | F: -1%[88.5 µM] | G: 0

Molecule: COc1ccc(S(=O)(=O)N2[C@H]3CC[C@@H]2c2cncnc2C3)cc1
  A: -1% | B: -3% | C: -5% | D: -1% | E: 5% | F: i | G: 0

Molecule: CN(C)CCc1c[nH]c2cccc(O)c12
  A: . | B: . | C: 2% | D: 29% | E: . | F: 10µM* | G: -3

Molecule: O=C(C1CCCC1)N1[C@H]2CC[C@@H]1c1cnc(-c3ccc(F)cc3)nc1C2
  A: 16µM* | B: -11% | C: -19% | D: -3% | E: 2% | F: i | G: 2

Molecule: CCCCCC(=O)N1C[C@H](C(=O)OCC)[C@H]2c3ccccc3N(CCO)C(=O)[C@]21C
  A: ? | B: ? | C: -21%[25.6 µM] | D: 5%[23.9 µM] | E: . | F: 1%[27.3 µM] | G: 6

Going on with the list.
Assay codes – A = HEK cytotox; B = NIH3T3 tox; C = SNCA expr inh; D = HEK293 viab; E = FLuc inh; F = GPT2 inh; G = IP6K1 inhibitor
Molecule: Cc1nccc(N2CCN(C)C3(CCC(=O)N(C)CC3)C2)n1 (stereo unspecified)
  A: 2% | B: i | C: -13% | D: -3% | E: -8% | F: -15% | G: 1

Molecule: Clc1ccc(CSC(Cn2ccnc2)c2ccc(Cl)cc2Cl)cc1 (stereo unspecified)
  A: . | B: . | C: -29%[25.6 µM] | D: -39%[23.9 µM] | E: . | F: -28% | G: -4

Molecule: CCCOC(=O)c1cncn1C(C)c1ccccc1 (stereo unspecified)
  A: . | B: . | C: -15%[25.6 µM] | D: -20%[23.9 µM] | E: . | F: 4% | G: 11

Molecule: CC1=NOC2(CCN(Cc3ccc(F)cc3)C2)C1 (stereo unspecified)
  A: 3%[172 µM] | B: 0%[138 µM] | C: 8%[87.6 µM] | D: 1%[87.6 µM] | E: -5%[172 µM] | F: -3%[88.5 µM] | G: 12

Molecule: CCCCc1cn(C[C@H]2C[C@@H]3CCN2C[C@@H]3C(=O)NCCNC(C)=O)nn1
  A: -3%[172 µM] | B: -17%[174 µM] | C: -11%[87.6 µM] | D: 9%[87.6 µM] | E: -2%[172 µM] | F: -15%[88.5 µM] | G: 9

Molecule: CCOC(=O)CN1C(=O)[C@@H]2[C@H](c3ccccc31)[C@@H](C(=O)OCC)[C@@H](c1ccccc1)N2C(=O)C1CC1
  A: ? | B: -34% | C: . | D: . | E: . | F: . | G: -3

Molecule: C[C@H](CN1CCOCC1)C(C(=O)N1CCCC1)(c1ccccc1)c1ccccc1
  A: . | B: . | C: 69% | D: 48% | E: . | F: i | G: -24

Molecule: Cn1nc(C2CCCCC2)cc1[C@H]1CN2CC[C@H]1C[C@@H]2CNC(=O)c1cccs1
  A: 100µM* | B: ? | C: 30%[87.6 µM] | D: -8%[87.6 µM] | E: -5%[172 µM] | F: -10%[88.5 µM] | G: -13

Molecule: O=C1CN=C(c2ccccc2)c2cc([N+](=O)[O-])ccc2N1
  A: . | B: . | C: 15%[25.6 µM] | D: ? | E: . | F: i | G: -5

Molecule: CNC1CCOCC1
  A: i | B: -6%[230 µM] | C: -11%[87.6 µM] | D: 1%[87.6 µM] | E: . | F: 0%[88.5 µM] | G: 26

Molecule: CC(C)CN1Cc2ccccc2-n2ccnc2C12CCN(C(=O)c1cccs1)CC2
  A: 45µM* | B: ? | C: 4% | D: -15% | E: -9% | F: i | G: 25

Molecule: CCN[C@H](C)Cc1cccc(C(F)(F)F)c1
  A: . | B: . | C: -28% | D: 72% | E: . | F: i | G: 7

Molecule: CC1=CC(=O)[C@@H](O)[C@]2(C)C3[C@@H](O)[C@@H]4OC(=O)[C@@H]([C@H]4C)[C@]3(C)C(=O)[C@H](O)[C@@H]12 (stereo partly specified)
  A: . | B: . | C: . | D: -34% | E: . | F: i | G: 10

Molecule: CC(C)CN1Cc2ccccc2-n2ccnc2C12CCN(C(=O)C(C)C)CC2
  A: ? | B: -22% | C: -11% | D: -20% | E: -1% | F: -16% | G: 24

Molecule: CCOC(=O)[C@H]1CN(C(=O)c2ccc(F)cc2)[C@]2(C)C(=O)Nc3ccccc3[C@H]12
  A: ? | B: ? | C: -3%[25.6 µM] | D: 6%[23.9 µM] | E: . | F: i | G: 6

Molecule: COCCN1CCOC[C@H]2CCNC[C@H]21
  A: 1% | B: 5% | C: -16% | D: -2% | E: 0% | F: i | G: 0

Molecule: Fc1ccc(CC2CCOC3(CCNCC3)C2)cc1 (stereo unspecified)
  A: ? | B: ? | C: 2% | D: 5% | E: 2% | F: i | G: 21
